# From PubChem BioAssay
# KLF5 inh: suppresses KLF5 promoter-driven expression. DLD-1 KLF5 promoter-luciferase reporter, luminescence. AID 1700. 290,000 tested, 0.23% active. inhibition, % at 5 µM;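 active = inhibition above a per-plate limit of that plate's mean compound inhibition plus 3 SD, cut at about 60% in these data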;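 note: 0% = DMSO wells and 100% = LY294002 at 200 µM; higher means less KLF5 promoter-driven luciferase light; inactives centre near -14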
# TRPC4 act: activators of mouse TRPC4 channel; 310,000 tested, 0.49% active; HEK293 TRPC4beta/mu-opioid, Fluo4 calcium fluorescence; hits give high values; B-score at 10 µM;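 active = B-score above 5 SD of library B-scores, and initial fluorescence ratio not above library mean plus 5 SD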;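 note: positive B-score marks a calcium rise read as TRPC4 activation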
#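 Assay system: HEK293 stable line with TRPC4beta plus mu-opioid receptor. Times: dye 45 min RT, read 110 s. Measured by: kinetic Fluo4 calcium fluorescence. Measure: B score of integrated ratio. Controls: assay buffer as low control, maximal DAMGO as high control.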
# SKKanGAS inh: SKKanGAS growth inhibition; inhibition, % at 7.5 µM; 300,000 tested, 1.3% active; S. pyogenes SKKanGAS, kanamycin growth, BacTiter-Glo, 6 h; AID 1662;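 active = mean replicate score, as percent of positive control median, at least 50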;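 note: strain carries kanamycin resistance gene driven by streptokinase promoter and grows in 40 µg/ml kanamycin; loss of luminescence reflects streptokinase promoter inhibition or plain growth inhibition; 0% = median of DMSO wells and 100% = positive control at its reference dose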
# aSyn 5UTR inh: MLPCN primary screen, SNCA 5' untranslated region; alpha-synuclein 5'UTR reporter, inhibitor activity; inhibition, % (tested at 7.5 µM); 300,000 tested, 0.82% active; AID 1813; in the data active = inhibition above about 60%;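 note: H4 neuroglioblastoma cells stably carrying SNCA 5'UTR luciferase fusion; 0% = DMSO wells and 100% = positive control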
# IEC-6 cytotox: counter-screen for KLF5 inhibitors: cytotoxicity in IEC-6 cells; IEC-6 cytotoxicity, luminescence viability; inhibition, % at 5 µM; 290,000 tested, 0.78% active; in the data active = inhibition above about 22%;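 note: 0% = plate median of test compound wells and 100% = cytotoxic reference compound wells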
# TRPC6 act: mouse TRPC6 channel activation; 310,000 tested, 0.13% active; B-score at 10 µM; HEK293-TRPC6 membrane potential dye fluorescence; hits give high values; Q61143; AID 2550;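 active = B-score of the integrated fluorescence ratio above library mean plus 3 SD, and starting fluorescence ratio within library mean plus 5 SD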;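 note: higher score means more depolarization so channel activation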
# TRPC4 potent: TRPC4 (mouse) allosteric potentiation; Q9QUQ5; HEK293 TRPC4beta/mu-opioid, DAMGO EC20, Fluo-4 Ca2+ flux; hits give high values; B-score at 10 µM; 310,000 tested, 0.42% active; AID 2227;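 active = B-score of calcium response area above 5 SD of library B-scores, with initial fluorescence ratio within 5 SD of library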;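 note: B-score of integrated fluorescence ratio over time as area under calcium response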
# HIF activator: HIF pathway transcriptional activation; U2OS HRE-luciferase reporter, luminescence; normalized: DMSO 0%, desferrioxamine 100%; activation, % at 7.5 µM (by protocol); 300,000 tested, 0.32% active; AID 1910;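 active = mean activation of at least 10% of the iron chelator positive control signal, with at least half of replicates also reaching 10%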
# TRPC4 inh: TRPC4 (mouse) channel inhibition; Q9QUQ5; HEK293 TRPC4beta/mu-opioid, DAMGO-evoked Fluo4 calcium flux; hits give low values; B-score at 10 µM; 300,000 tested, 0.39% active; AID 2247;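 active = B-score over 3 SD under the library average, no early fluorescence shift, positive overall ratio signal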
#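 Assay system: HEK293 cells with stable TRPC4beta plus mu-opioid receptor expression; Probe or stimulus: DAMGO in two steps, submaximal then maximal; Dosing: single-point compound dosing; Measured by: Fluo4 calcium-dye fluorescence, kinetic read; Read-out basis: B score from integrated Fluo4 fluorescence ratio.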
# TRPC6 inhibitor: mouse TRPC6 channel inhibition; Q61143; HEK293-TRPC6, membrane potential dye, ACh-evoked depolarization; hits give low values; B-score at 10 µM; 310,000 tested, 1.1% active; AID 2553;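 active = B-score under library mean minus 3 SD, initial fluorescence not abnormally high, positive integrated signal ratio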;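 note: B-score derived from integrated fluorescence ratio over the kinetic read; more negative B-score means stronger inhibition of depolarization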
# MrgX1 antag: blocks BAM8-22 activation of human MrgX1 receptor; Q96LB2; B-score at 10 µM; MRGX1-HEK293 calcium flux, Fluo-4, BAM8-22 antagonism; hits give low values; 310,000 tested, 1.3% active; AID 588676;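 active = calcium-response B-score plate-corrected more than 3 library SD below zero, starting fluorescence within 5 deviations, no agonist response on first addition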;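 note: peak minus trough fluorescence over baseline after final BAM8-22 challenge near maximal dose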
# Target sequence (Q96LB2 whole entry, looked up): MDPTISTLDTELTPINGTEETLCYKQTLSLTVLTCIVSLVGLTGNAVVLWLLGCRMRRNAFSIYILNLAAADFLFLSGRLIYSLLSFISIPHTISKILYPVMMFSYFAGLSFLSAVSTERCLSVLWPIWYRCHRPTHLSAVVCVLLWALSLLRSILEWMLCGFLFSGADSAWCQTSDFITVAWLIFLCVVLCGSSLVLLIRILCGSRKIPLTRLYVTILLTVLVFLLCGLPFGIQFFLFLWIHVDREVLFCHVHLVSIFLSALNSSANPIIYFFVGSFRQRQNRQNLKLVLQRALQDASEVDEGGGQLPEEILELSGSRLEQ
# Active calls of the source: *; i = inactive; · = no result given. The order is random, and some 5.8% of all compounds hit somewhere here.
SMILES,KLF5 inh,TRPC4 act,SKKanGAS inh,aSyn 5UTR inh,IEC-6 cytotox,TRPC6 act,TRPC4 potent,HIF activator,TRPC4 inh,TRPC6 inhibitor,MrgX1 antag
O=C(Cn1cnc2ccccc21)N1CCc2ccccc21,-12.4,i,-7.2,4.1,2.7,i,i,0.2,i,i,i
Cc1cccc(NC(=O)Cn2nnc(-c3ccc(CN4CCCC4)cc3)n2)c1C,17.4,i,7.1,-11.4,-2.2,i,i,-0.6,i,i,i
CC(=O)Nc1ccccc1C(=O)C(=O)Nc1ccc(F)c(Cl)c1,-95.5,i,-2.7,-123.1,2.8,i,i,1.5,i,i,i
O=C1CSC(=Nc2ccc(O)cc2)N1,-5.4,i,-1.2,-7.7,1.2,i,i,-0.3,i,i,i
CC1=C[C@H](C)[C@H](c2c(F)cccc2Cl)CC1=O,1.1,i,-4.1,-9.2,-4.4,i,i,0.2,i,i,i
CCCc1cc(C(=O)NCc2cccnc2)no1,-21.4,i,-3.4,-34.1,0.6,i,i,0.9,i,i,i
Cc1cccc(NC(=O)c2nc[nH]c2C(=O)Nc2cccc(C)c2)c1,-23.9,i,7.3,0.5,-3.3,i,i,-4.5,i,i,i
COc1cccc(-c2cn3nc4c(nc3n2)CCCC4)c1,-1.3,i,19.1,103.7*,7.9,i,i,-1.5,i,i,i
CC(=O)c1cnc2nc(C)nn2c1C,-48.4,i,3.2,6.7,-15.9,i,i,-0.1,i,i,i
CC(=O)c1c(C)[nH]c(C(=O)NCc2ccc(F)cc2)c1C,-39.0,i,-0.4,-18.0,1.9,i,i,0.2,i,i,i

# Filtered by structure: the compounds so far containing fluorine.
SMILES,KLF5 inh,TRPC4 act,SKKanGAS inh,aSyn 5UTR inh,IEC-6 cytotox,TRPC6 act,TRPC4 potent,HIF activator,TRPC4 inh,TRPC6 inhibitor,MrgX1 antag
CC(=O)Nc1ccccc1C(=O)C(=O)Nc1ccc(F)c(Cl)c1,-95.5,i,-2.7,-123.1,2.8,i,i,1.5,i,i,i
CC1=C[C@H](C)[C@H](c2c(F)cccc2Cl)CC1=O,1.1,i,-4.1,-9.2,-4.4,i,i,0.2,i,i,i
CC(=O)c1c(C)[nH]c(C(=O)NCc2ccc(F)cc2)c1C,-39.0,i,-0.4,-18.0,1.9,i,i,0.2,i,i,i

# Sorted by heavy-atom count (low to high): some entries from above.
SMILES,KLF5 inh,TRPC4 act,SKKanGAS inh,aSyn 5UTR inh,IEC-6 cytotox,TRPC6 act,TRPC4 potent,HIF activator,TRPC4 inh,TRPC6 inhibitor,MrgX1 antag
CC1=C[C@H](C)[C@H](c2c(F)cccc2Cl)CC1=O,1.1,i,-4.1,-9.2,-4.4,i,i,0.2,i,i,i
O=C(Cn1cnc2ccccc21)N1CCc2ccccc21,-12.4,i,-7.2,4.1,2.7,i,i,0.2,i,i,i
CC(=O)Nc1ccccc1C(=O)C(=O)Nc1ccc(F)c(Cl)c1,-95.5,i,-2.7,-123.1,2.8,i,i,1.5,i,i,i

# Other structures:
SMILES,KLF5 inh,TRPC4 act,SKKanGAS inh,aSyn 5UTR inh,IEC-6 cytotox,TRPC6 act,TRPC4 potent,HIF activator,TRPC4 inh,TRPC6 inhibitor,MrgX1 antag
CCC(=O)N1CCc2cc(S(=O)(=O)NCCC(=O)NCc3ccc(F)cc3)ccc21,-7.9,i,-6.3,12.0,3.1,i,i,-0.3,i,i,i
COc1ccccc1N1CCN(CC(O)COCc2cccs2)CC1 (stereo not drawn),-29.1,i,-18.5,-5.2,0.5,i,i,-0.5,i,i,i
CN(C(=O)c1ccc(NC(=O)C2CC=CCC2C(=O)O)cc1)c1ccccc1 (stereo not drawn),-9.3,i,-4.0,8.6,-4.2,i,i,0.1,i,i,i
COc1cc(/C=C2\N=C(c3ccccc3)NNC2=O)cc(OC)c1OC,43.7,i,8.2,51.8,58.8*,i,i,0.5,i,i,i
CC(C)OC(=O)CN1C(=O)c2ccccc2C1=O,9.3,i,-1.5,-16.2,1.2,i,i,0.4,i,i,i
CCn1cc(/C=N\NC(=O)c2ccccc2Cl)cn1,-2.1,i,2.5,-1.3,3.7,i,i,0.0,i,i,i
CC(C(=O)Nc1ccon1)N1C(=O)c2ccccc2S1(=O)=O (stereo not drawn),·,i,-11.7,8.3,·,i,i,-13.0,i,i,i
COc1ccc(OC)c(/C=N/Nc2nncn2/N=C/c2cc(OC)ccc2OC)c1,-22.1,i,-11.1,2.0,19.3,i,i,-0.6,i,i,i
CCOc1ccc(/C=N/NC(=O)c2[nH]c3ccc(C)cc3c2C)cc1,-9.8,i,20.6,5.1,5.8,i,i,-12.1,i,i,i
O=c1c(-c2ccccc2)coc2c(CN3CCCCC3)c(O)ccc12,-32.7,i,-6.2,-7.4,6.4,i,i,-1.2,i,i,i
Cc1cc(/C=N\NC(=O)c2cccs2)c(C)n1-c1ccc2ncccc2c1,-66.2,i,-0.2,-144.8,10.1,i,i,1.9,i,i,i
CNC(=S)N1CCN(c2ccc([N+](=O)[O-])cc2)CC1,-4.5,i,-2.2,16.4,-0.5,i,i,0.2,i,i,i
CCc1nc2ccccc2n1CC(=O)N1CCN(Cc2ccccc2)CC1,-5.0,i,6.7,-10.2,-7.3,i,i,-0.3,i,i,i
COc1ccc(CC(=O)N2CC3(C)CC2CC(C)(C)C3)cc1OC (stereo not drawn),2.1,i,-11.3,7.9,2.2,i,i,-0.3,i,i,i
CC(=O)Nc1ccc(C(=O)CN2C(=O)CSC2=O)cc1,-41.3,i,1.8,-18.4,-2.9,i,i,-0.5,i,i,i
CC(=O)c1sc2nc(CSc3nnnn3-c3ccccc3)[nH]c(=O)c2c1C,-36.9,i,15.9,-13.6,-6.7,i,i,-0.3,i,i,i
Cc1ccc(C)c(N2CCN(C(=O)Cc3c(C(=O)O)[nH]c4ccc(Cl)cc34)CC2)c1,10.5,i,3.0,-10.2,-2.4,i,i,-0.8,i,i,i
Cc1ccc(OCC(O)Cn2c(NCCc3ccccc3)nc3c2c(=O)[nH]c(=O)n3C)cc1 (stereo not drawn),-6.7,i,4.1,3.5,-5.0,i,i,-1.1,i,i,i
Cc1c(NC(=O)c2cc(-c3cccs3)nc3ccccc23)c(=O)n(-c2ccccc2)n1C,2.1,i,7.3,-11.8,-1.7,i,i,-0.4,i,i,i
CCc1ccc(NC(=S)NC2CC3CCCC(C2)N3Cc2cccs2)cc1 (stereo not drawn),-7.1,i,4.2,-9.5,1.9,i,i,0.0,i,i,i
COCCSc1ccccc1C(=O)N1CCOCC1,-24.1,i,-1.6,-5.1,-6.9,i,i,0.1,i,i,i
Cc1ccc(C(=O)CCc2ccc(N)cc2)cc1,-54.1,i,1.7,-77.3,-4.2,i,i,0.9,i,i,i
COC(=O)c1ccc(S(N)(=O)=O)o1,10.3,i,-4.3,-16.7,-0.4,i,i,0.4,i,i,i
O=C(O)c1cccc(S(=O)(=O)Nc2ccc(O)c(Sc3nc4ccccc4s3)c2)c1,-39.0,i,3.5,10.6,-11.3,i,i,-0.5,i,i,i
CCOC(=O)c1c(C)[nH]c(C(=O)COC(=O)CN2C(=O)C3CCCCC3C2=O)c1C (stereo not drawn),-12.1,i,8.0,12.5,-1.7,i,i,-0.2,i,i,i
CCN(CC)S(=O)(=O)c1ccc(O)c(NS(=O)(=O)c2ccccc2F)c1,-25.7,i,-7.2,1.2,-4.9,i,i,0.2,i,i,i
COC(=O)c1ccc(Oc2nc(Nc3ccccc3)nc(N(C)C)n2)cc1,-28.0,i,3.2,-2.9,-2.0,i,i,-0.3,i,i,i
CCCCC(=O)NC1(C(F)(F)F)C(=O)Nc2c1c(=O)n(C)c(=O)n2C (stereo not drawn),-10.0,i,1.2,5.1,-11.2,i,i,-0.1,i,i,i
Cc1cccc(NC(=O)CNC(=O)c2ccc3nc[nH]c3c2)c1C,·,i,-2.4,0.9,·,i,i,0.2,i,i,i
CC(C)CCc1noc(CN(C)CCC2CCOCC2)n1,-4.1,i,-6.6,-8.9,-2.5,i,i,0.0,i,i,i
Cc1cc(NC(=O)CS(=O)(=O)Cc2ccccc2)no1,-11.6,i,2.9,11.3,-2.7,i,i,0.0,i,i,i
CCOc1ccc(-c2cn(CCC#N)cn2)cc1,-20.4,i,4.2,-37.8,-5.2,i,i,0.4,i,i,i
CCCn1c2c(c(O)c(C(=O)NC)c1=O)CCCC2,-13.4,i,-2.4,-0.2,-2.5,i,i,0.1,i,i,i
Cc1ccc(S(=O)(=O)N2CCN(c3nccnc3C#N)CC2)cc1,8.8,i,7.0,-9.5,9.0,i,i,-0.5,i,i,i
Cc1c(C)c2c(OCC(=O)N3CCC(O)CC3)cc3c(c2oc1=O)CCC(C)(C)O3,0.3,i,0.7,23.1,6.4,i,i,-0.1,i,i,i
Cc1cc(N2CCOCC2)nc2ccc(NC(=O)CCC(=O)N3CCCCC3)cc12,-31.2,i,-4.7,-90.3,2.3,i,i,1.2,i,i,i
CCN(c1ccccc1)S(=O)(=O)c1ccc(OC)c(NC(=O)C2CC(=O)N(Cc3ccccc3)C2)c1 (stereo not drawn),-7.5,i,-0.6,29.5,-4.8,i,i,0.2,i,i,i
O=C(Nc1ccc(Br)cc1)C1CCN(C(=O)c2ccc(F)cc2)CC1,-3.1,i,4.3,5.1,-3.2,i,i,-0.1,i,i,i
COc1cccc(OCC(O)CNC2CCCC2)c1 (stereo not drawn),-31.2,i,2.1,-4.8,-3.1,i,i,-0.9,i,i,i
Cc1ccc(S(=O)(=O)NCC2CCC(C(=O)NCc3ccccn3)CC2)cc1 (stereo not drawn),9.3,i,9.3,-4.3,8.5,i,i,-0.5,i,i,i
CCCCn1c(-c2cccnc2)n[nH]c1=S,2.8,i,5.4,13.1,-9.0,i,i,-0.5,i,i,i
O=C(CN1CCCCC1)Nc1ccccc1-c1ccccc1,8.6,i,4.7,24.7,2.8,i,i,-0.4,i,i,i
